AID2073 – inhibitors of Mint1-CaV2.2 protein interaction, biochemical, HTRF (AID 2073) | HTRF protein-protein interaction, Mint1-CaV2.2; higher % means a stronger effect | inhibition, % at 20 µM; hits with a dose series show IC50 in µM | hit rate 0.19% among 290,000; in the data active = inhibition mostly above about 51%, no sharp cut-off; inconclusive = no clear call, values can overlap the other calls; inactive = mostly below about 53%; also: some results filed as inactive read as strong as hits
NS5 inhibitors – flavivirus cap methylation enzyme inhibition – biochemical, confirmation dose response, primary screen (AID 588689). inhibition, % at 25 µM; hits with a dose series show IC50 in µM. hit rate 0.3% among 340,000. Dengue-2 NS5 methyltransferase capping enzyme assay, biochemical; higher % means a stronger effect; in the data active = a potency from the dose series; inconclusive = inhibition above about 29% without an active follow-up result
LYP phosphatase – inhibitors of LYP phosphatase, biochemical, fluorescence intensity, uHTS (AID 1779). one-dose inhibition, % at 11.5 µM; IC50 in µM for titrated hits. recombinant LYP phosphatase, fluorescence intensity; higher % means a stronger effect. hit rate 0.054% among 290,000; in the data active = inhibition above about 50%;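 also: plate controls were vehicle with enzyme for no effect and no enzyme for full effect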
Autophagy mod – autophagy modulation, high-content screen; MEF GFP-LC3 puncta imaging; test concentration mostly 10 µM; calls only at 10 µM (by protocol); hit rate 0.98% among 190,000; AID 463193;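 active = percentage of spot-positive cells more than 3 SD above its plate mean, without a fluorescence outlier flag or 80% toxicity; inconclusive = no clear call, values can overlap the other calls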;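 also: spot-positive cell cutoff set from DMSO-treated cells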
NTR1 ag – NTR1-driven beta-arrestin-GFP spot formation – imaging, U2OS cells, high content, primary screen (AID 493036). activation, % at 20 µM. P30989. hit rate 0.17% among 330,000. agonist mode;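 active = activation at or above 40% of the spot to cytoplasm intensity ratio, with at least 20 cells analyzed; inconclusive = wells under 20 cells, flagged as cytotoxic or low count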;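 also: 0% = DMSO without peptide and 100% = 100 nM NTR1 peptide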
Target sequence (P30989 whole entry, looked up): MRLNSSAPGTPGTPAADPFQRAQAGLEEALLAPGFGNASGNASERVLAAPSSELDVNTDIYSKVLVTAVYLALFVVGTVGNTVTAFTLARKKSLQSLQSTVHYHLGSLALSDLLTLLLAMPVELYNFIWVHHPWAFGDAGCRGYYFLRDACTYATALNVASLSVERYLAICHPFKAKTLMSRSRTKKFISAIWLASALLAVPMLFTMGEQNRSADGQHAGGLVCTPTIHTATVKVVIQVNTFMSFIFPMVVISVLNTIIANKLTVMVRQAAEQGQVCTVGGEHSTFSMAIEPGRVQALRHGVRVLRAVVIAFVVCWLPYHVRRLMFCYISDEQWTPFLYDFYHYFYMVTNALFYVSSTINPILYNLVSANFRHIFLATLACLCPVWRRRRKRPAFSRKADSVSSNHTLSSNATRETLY
RSV antiviral HEp-2 – RSV antiviral activity via CPE protection, HEp-2 cells, primary 10 µM value included (AID 2391); one-dose CPE inhibition, % at 10 µM; IC50 in µM for titrated hits; HEp-2 cells, RSV-induced CPE inhibition; higher % means a stronger effect; hit rate 0.13% among 310,000; in the data active = a potency from the dose series; inconclusive = CPE inhibition mostly from about 23% at the one dose, without a potency; inactive = the rest, 99 in 100 with CPE inhibition below about 21%; also: strong numbers were not always called active
GPR35 arrestin U2OS – GPR35 antagonists blocking zaprinast-driven arrestin recruitment, primary screen, imaging, U2OS, beta-arrestin-GFP, zaprinast agonist (AID 2058); one-dose inhibition, % at 10 µM; IC50 in µM for titrated hits; hit rate 0.052% among 290,000; U2OS GPR35 beta-arrestin-GFP translocation imaging, zaprinast antagonism; higher % means a stronger effect;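 active = inhibition of at least 50% with at least 30 cells and total cytoplasm GFP at most 10,000,000; inconclusive = under 30 cells or total GFP of 10,000,000 plus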
UTI89 phage lysis – inhibition of K1F phage lysis, E. coli UTI89, bacterial capsule biogenesis inhibitors, alamar blue (AID 488966). E. coli UTI89 K1F phage lysis, alamar blue, 2 h; higher % means a stronger effect. one-dose inhibition, % at 100 µM; IC50 in µM for titrated hits. hit rate 0.02% among 340,000;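 active = phage lysis inhibition, versus mean bacterial control, above a set limit; inconclusive = no clear call, values can overlap the other calls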;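 also: capsule biogenesis inhibitors block K1F phage lysis so surviving cells raise fluorescence; higher fluorescence means more inhibition of phage lysis; actives were called in the ten point dose series up to 300 µM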
WT yeast gro inh – growth inhibition of WT yeast, mitochondrial fusion screen | mitochondrial fusion phenotypic screen, WT strain | inhibition, % at 10 µM | hit rate 2.1% among 190,000 | AID 1362; in the data active = inhibition above about 58%; tested in S. cerevisiae
WT yeast gro inh mutant strain – second read-out of WT yeast gro inh, no call of its own (marks repeat the call); inhibition, %; mitochondrial fusion phenotypic screen, mutant strain inhibition
Autophagy mod cell loss 18 h – recorded beside Autophagy mod, whose call it bears; toxicity, %; measured here: cell loss, nuclei count;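 cell loss after 18 h compound exposure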
NTR1 ag cell count 20 µM – second read-out of NTR1 ag, no call of its own (marks repeat the call); cell count; measured here: cell count, cytotoxicity flag
* marks the source's active call; other numbers are inactive results; [ ] = remark or other dose.

Results for CN(C)Cc1c(C(=O)N/N=C/c2cccc3ccccc23)nnn1-c1nonc1N ?
AID2073: 14%; NS5 inhibitors: -11%; LYP phosphatase: -4%; NTR1 ag: 2.0; RSV antiviral HEp-2: 0.5%; GPR35 arrestin U2OS: 16%; UTI89 phage lysis: -0.1%; NTR1 ag cell count 20 µM: 65

How did CCOC(=O)/C(=C/C=C1\Sc2ccccc2N1CC)C(C)=O do in these assays?
AID2073: -30%; LYP phosphatase: 5%; Autophagy mod: inactive; NTR1 ag: -1.1; RSV antiviral HEp-2: 4.6%; GPR35 arrestin U2OS: -3%; UTI89 phage lysis: 1.0%; WT yeast gro inh: -3; WT yeast gro inh mutant strain: -6; Autophagy mod cell loss 18 h: 10; NTR1 ag cell count 20 µM: 85

What do the screens show for `CCc1ccc(NC(=O)C(=O)c2cn(CC(=O)N3CCCCC3)c3ccccc23)cc1`?
AID2073: 35%; NS5 inhibitors: -5%; LYP phosphatase: 6%; Autophagy mod: inactive; NTR1 ag: 6.8; RSV antiviral HEp-2: 5.8%; GPR35 arrestin U2OS: -4%; UTI89 phage lysis: 0.6%; WT yeast gro inh: 2; WT yeast gro inh mutant strain: -4; Autophagy mod cell loss 18 h: 2; NTR1 ag cell count 20 µM: 76

Results for O=C(O)CSCC(=O)NCc1csc2ccc(Cl)cc12 ?
AID2073: 10%; LYP phosphatase: -4%; NTR1 ag: -0.6; RSV antiviral HEp-2: 8.6%; GPR35 arrestin U2OS: 14%; NTR1 ag cell count 20 µM: 49

How did O=C(CN1C(=O)COc2ccc(S(=O)(=O)N3CCCC3)cc21)NC1CCCCCCC1 do in these assays?
AID2073: 0%; LYP phosphatase: -7%; Autophagy mod: inactive; NTR1 ag: -1.8; RSV antiviral HEp-2: 1.2%; GPR35 arrestin U2OS: -11%; WT yeast gro inh: 6; WT yeast gro inh mutant strain: 3; Autophagy mod cell loss 18 h: 0; NTR1 ag cell count 20 µM: 79

Results for COc1ccccc1NC(=O)CCCCC(=O)Nc1ccccc1OC ?
AID2073: 2%; NS5 inhibitors: 2%; LYP phosphatase: 1%; NTR1 ag: -0.9; RSV antiviral HEp-2: 0.9%; GPR35 arrestin U2OS: 5%; UTI89 phage lysis: 0.5%; NTR1 ag cell count 20 µM: 70

Results for O=C(N=C1SC2CS(=O)(=O)CC2N1Cc1ccc(Cl)cc1)C1CCCO1 (centres undefined) ?
AID2073: -5%; NS5 inhibitors: -3%; LYP phosphatase: -14%; NTR1 ag: 0.3; RSV antiviral HEp-2: 1.9%; GPR35 arrestin U2OS: -11%; UTI89 phage lysis: 0.2%; NTR1 ag cell count 20 µM: 65

What do the screens show for `COc1ccc(CCn2c(=N)c(C(=O)NCC3CCCO3)cc3c(=O)n4cccc(C)c4nc32)cc1OC` (centres undefined)?
AID2073: 9%; NS5 inhibitors: -5%; LYP phosphatase: -8%; NTR1 ag: 3.1; RSV antiviral HEp-2: 5.0%; GPR35 arrestin U2OS: 5%; UTI89 phage lysis: 0.2%; NTR1 ag cell count 20 µM: 67

Results for Cn1c(=O)c2sccc2n2c(CCCC(=O)NCCc3ccccc3)nnc12 ?
AID2073: 10%; NS5 inhibitors: -1%; LYP phosphatase: -11%; NTR1 ag: -1.2; RSV antiviral HEp-2: 4.0%; GPR35 arrestin U2OS: -12%; UTI89 phage lysis: 0.1%; NTR1 ag cell count 20 µM: 56

What do the screens show for `O=C(Nc1ccc(Nc2ccccc2)cc1)c1cc([N+](=O)[O-])ccc1Cl`?
AID2073: -7%; NS5 inhibitors: 1%; LYP phosphatase: -2%; NTR1 ag: 12; RSV antiviral HEp-2: 18%; GPR35 arrestin U2OS: -2%; UTI89 phage lysis: inconclusive; NTR1 ag cell count 20 µM: 60

How did CN(CCN1CCOCC1)Cc1nc(-c2ccccc2)no1 do in these assays?
AID2073: 30%; NS5 inhibitors: 3%; LYP phosphatase: -6%; Autophagy mod: inactive; NTR1 ag: 1.9; RSV antiviral HEp-2: -1.1%; GPR35 arrestin U2OS: 21%; UTI89 phage lysis: 0.1%; WT yeast gro inh: -3; WT yeast gro inh mutant strain: 23; Autophagy mod cell loss 18 h: -3; NTR1 ag cell count 20 µM: 57

How did COc1ccc(-n2c(=O)c(CCC(=O)N(C)Cc3cccs3)nc3ccccc32)cc1 do in these assays?
NS5 inhibitors: -7%; NTR1 ag: 1.9; RSV antiviral HEp-2: 1.8%; UTI89 phage lysis: -0.1%[50 µM]; NTR1 ag cell count 20 µM: 47

What do the screens show for `COc1ccc(S(=O)(=O)NCC(c2ccc3c(c2)OCO3)N2CCN(C)CC2)cc1OC` (centres undefined)?
NS5 inhibitors: -6%; NTR1 ag: 0.8; RSV antiviral HEp-2: -1.9%; UTI89 phage lysis: 4.0%[50 µM]; NTR1 ag cell count 20 µM: 48

Results for Cc1cccc(C(=O)Nc2sc(C)c(-c3ccccc3)c2C#N)c1 ?
AID2073: -16%; NS5 inhibitors: 1%; LYP phosphatase: -9%; Autophagy mod: inactive; NTR1 ag: 4.7; RSV antiviral HEp-2: inconclusive; GPR35 arrestin U2OS: -5%; UTI89 phage lysis: -2.3%; WT yeast gro inh: 29; WT yeast gro inh mutant strain: 4; Autophagy mod cell loss 18 h: 3; NTR1 ag cell count 20 µM: 56

How did CCc1ccc(N2CC(C(=O)N3CCN(c4ccccn4)CC3)CC2=O)cc1 (centres undefined) do in these assays?
NS5 inhibitors: -11%; NTR1 ag: 0.9; RSV antiviral HEp-2: -1.5%; UTI89 phage lysis: 0.4%[50 µM]; NTR1 ag cell count 20 µM: 74

What do the screens show for `COc1cc(F)c(C2=CC(=O)C[C@H](c3ccc(F)cc3)C2)cc1F`?
NS5 inhibitors: -7%; NTR1 ag: 2.6; RSV antiviral HEp-2: -1.8%; UTI89 phage lysis: 1.5%; NTR1 ag cell count 20 µM: 66

Results for CCOc1cc(/C=C2/SC(=S)N(C)C2=O)ccc1Oc1ccc([N+](=O)[O-])cc1[N+](=O)[O-] ?
AID2073: -2%; LYP phosphatase: 4%; Autophagy mod: inactive; NTR1 ag: 1.1; RSV antiviral HEp-2: 2.0%; GPR35 arrestin U2OS: -14%; WT yeast gro inh: -6; WT yeast gro inh mutant strain: 0; Autophagy mod cell loss 18 h: 23; NTR1 ag cell count 20 µM: 37

How did COc1cc2c(cc1OC)CN(C(=O)COc1ccccc1[N+](=O)[O-])CC2 do in these assays?
AID2073: 14%; NS5 inhibitors: 0%; LYP phosphatase: -10%; NTR1 ag: 0.7; RSV antiviral HEp-2: 7.9%; GPR35 arrestin U2OS: 8%; UTI89 phage lysis: -0.4%; NTR1 ag cell count 20 µM: 47

How did Cc1ccc(-c2csc(NC(=S)NC(=O)c3cc4ccccc4o3)n2)cc1 do in these assays?
AID2073: -9%; NS5 inhibitors: -10%; LYP phosphatase: 0%; Autophagy mod: inactive; NTR1 ag: -1.0; RSV antiviral HEp-2: inconclusive; GPR35 arrestin U2OS: 2%; UTI89 phage lysis: 1.8%; WT yeast gro inh: -6; WT yeast gro inh mutant strain: -14; Autophagy mod cell loss 18 h: -7; NTR1 ag cell count 20 µM: 53

How did COc1ccc(CCN(C)C(=O)CSc2nnnn2C)cc1OC do in these assays?
AID2073: -5%; NS5 inhibitors: -19%; LYP phosphatase: 3%; Autophagy mod: inactive; NTR1 ag: -0.4; RSV antiviral HEp-2: 0.9%; GPR35 arrestin U2OS: 4%; UTI89 phage lysis: 0.4%; WT yeast gro inh: -7; WT yeast gro inh mutant strain: 4; Autophagy mod cell loss 18 h: -1; NTR1 ag cell count 20 µM: 35

Next part, starting with the last 2 of the part before.
How did Cc1ccc(-c2csc(NC(=S)NC(=O)c3cc4ccccc4o3)n2)cc1 do in these assays?
AID2073: -9%; NS5 inhibitors: -10%; LYP phosphatase: 0%; Autophagy mod: inactive; NTR1 ag: -1.0; RSV antiviral HEp-2: inconclusive; GPR35 arrestin U2OS: 2%; UTI89 phage lysis: 1.8%; WT yeast gro inh: -6; WT yeast gro inh mutant strain: -14; Autophagy mod cell loss 18 h: -7; NTR1 ag cell count 20 µM: 53

How did COc1ccc(CCN(C)C(=O)CSc2nnnn2C)cc1OC do in these assays?
AID2073: -5%; NS5 inhibitors: -19%; LYP phosphatase: 3%; Autophagy mod: inactive; NTR1 ag: -0.4; RSV antiviral HEp-2: 0.9%; GPR35 arrestin U2OS: 4%; UTI89 phage lysis: 0.4%; WT yeast gro inh: -7; WT yeast gro inh mutant strain: 4; Autophagy mod cell loss 18 h: -1; NTR1 ag cell count 20 µM: 35

How did Fc1ccccc1N1CCN(c2cnc3ccccc3n2)CC1 do in these assays?
AID2073: 0%; NS5 inhibitors: 5%; LYP phosphatase: -5%; Autophagy mod: inactive; NTR1 ag: 3.2; RSV antiviral HEp-2: 3.6%; GPR35 arrestin U2OS: -6%; UTI89 phage lysis: 0.2%; WT yeast gro inh: 3; WT yeast gro inh mutant strain: -7; Autophagy mod cell loss 18 h: -4; NTR1 ag cell count 20 µM: 49

Results for O=C(C1=C[C@H](c2ccc3c(c2)OCO3)C[C@H](OCCCCO)O1)N1CCN(Cc2ccccc2)CC1 ?
AID2073: -10%; NS5 inhibitors: -7%; LYP phosphatase: -8%; Autophagy mod: inactive; NTR1 ag: -0.4; RSV antiviral HEp-2: 3.5%; GPR35 arrestin U2OS: -10%; UTI89 phage lysis: 0.0%; WT yeast gro inh: 0; WT yeast gro inh mutant strain: 5; Autophagy mod cell loss 18 h: 5; NTR1 ag cell count 20 µM: 54

How did CCCCn1c(SCC(=O)N2CCCCC2)nc2cc(S(N)(=O)=O)ccc21 do in these assays?
AID2073: -7%; NS5 inhibitors: 1%; LYP phosphatase: -7%; Autophagy mod: inactive; NTR1 ag: 20; RSV antiviral HEp-2: 1.1%; GPR35 arrestin U2OS: -16%; UTI89 phage lysis: -0.8%; WT yeast gro inh: -5; WT yeast gro inh mutant strain: 3; Autophagy mod cell loss 18 h: -14; NTR1 ag cell count 20 µM: 72

How did COc1ccc(C(=O)NCCc2ccccn2)cc1S(=O)(=O)Nc1ccc(Br)cc1 do in these assays?
NS5 inhibitors: 3%; NTR1 ag: -2.3; RSV antiviral HEp-2: 1.3%; UTI89 phage lysis: -0.1%[50 µM]; NTR1 ag cell count 20 µM: 66

What do the screens show for `COc1ccc(S(=O)(=O)Nc2ccccc2C)cc1`?
AID2073: 1%; NS5 inhibitors: -3%; LYP phosphatase: -7%; Autophagy mod: inactive; NTR1 ag: -1.7; RSV antiviral HEp-2: 3.2%; GPR35 arrestin U2OS: -1%; UTI89 phage lysis: 0.2%; WT yeast gro inh: -8; WT yeast gro inh mutant strain: -16; Autophagy mod cell loss 18 h: 13; NTR1 ag cell count 20 µM: 87

How did O=C(N/N=C1/CCc2ccccc21)C1CC1 do in these assays?
AID2073: 9%; NS5 inhibitors: -8%; LYP phosphatase: -5%; Autophagy mod: inactive; NTR1 ag: -0.8; RSV antiviral HEp-2: 0.1%; GPR35 arrestin U2OS: 5%; UTI89 phage lysis: 0.1%; WT yeast gro inh: 5; WT yeast gro inh mutant strain: -12; Autophagy mod cell loss 18 h: -6; NTR1 ag cell count 20 µM: 69
